# Screens (PubChem BioAssay)
# ABCB1 inh = human ABCB1 inhibition, ABCG2 as counter-screen | P08183 | CCRF-Adr cells, JC-1 efflux, flow cytometry | inhibition, % at 6.6 µM | actives 0.067% (n = 190,000); in the data active = inhibition above about 40%;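 note: 0% = vehicle and 100% = reference inhibitor; higher value means more JC-1 retained so stronger ABCB1 efflux block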
# Bim-Mcl-1 = disrupts Bim peptide binding to human Mcl-1; Q07820; Bead-based flow cytometry, Bim peptide-Mcl-1 binding; inhibition, % at 10 µM; actives 0.1% (n = 190,000); AID 1009;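 note: 0% = no compound tracer wells and 100% = peptide blocker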
# Bcl-2 Bim block = human Bim-Bcl-2 interaction inhibition; Bead-based flow cytometry, Bim peptide-Bcl-2 binding; P10415; actives 0.06% (n = 190,000); AID 950; inhibition, % at 10 µM; in the data active = inhibition above about 40%; inconclusive = no clear call, values can overlap the other calls;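 note: 0% = no compound wells with probe peptide and 100% = reference peptide inhibitor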
# RGS4-Gao reg = human RGS4-Galphao interaction regulation; P09471; Multiplexed bead flow cytometry, RGS4-Galphao binding; actives lie on both sides; binding response (% of control), % at 10 µM; actives 0.33% (n = 220,000); in the data active = binding response below about 49% or above about 150%; inactive = in between;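 note: fluorescent Galphao activated with aluminum fluoride binding bead-coupled RGS4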
# Bim-Bcl-W = inhibitors of Bim-Bcl-W interaction, human; actives 0.02% (n = 190,000); AID 952; bead-based flow cytometry, Bim peptide-Bcl-W binding; inhibition, % at 10 µM;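 note: 0% = bound tracer without compound and 100% = peptide blocker; higher means less fluorescent Bim peptide bound to Bcl-W beads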
# Target sequence (Q92843 whole entry, looked up): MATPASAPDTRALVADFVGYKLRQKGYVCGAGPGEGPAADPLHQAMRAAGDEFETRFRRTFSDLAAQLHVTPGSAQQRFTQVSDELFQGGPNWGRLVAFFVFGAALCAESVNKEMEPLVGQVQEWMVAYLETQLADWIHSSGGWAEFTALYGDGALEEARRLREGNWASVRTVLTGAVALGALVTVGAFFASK
# ABCG2 block = inhibitors of human ABCG2 transporter, ABCB1 counter-screen; Q9UNQ0; IgMXP3 cells, JC-1 efflux, flow cytometry; inhibition, % at 6.6 µM; actives 0.1% (n = 190,000); AID 1325;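 active = inhibition above 80%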;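 note: 0% = DMSO and 100% = nicardipine control wells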
# Target sequence (Q9UNQ0 whole entry, looked up): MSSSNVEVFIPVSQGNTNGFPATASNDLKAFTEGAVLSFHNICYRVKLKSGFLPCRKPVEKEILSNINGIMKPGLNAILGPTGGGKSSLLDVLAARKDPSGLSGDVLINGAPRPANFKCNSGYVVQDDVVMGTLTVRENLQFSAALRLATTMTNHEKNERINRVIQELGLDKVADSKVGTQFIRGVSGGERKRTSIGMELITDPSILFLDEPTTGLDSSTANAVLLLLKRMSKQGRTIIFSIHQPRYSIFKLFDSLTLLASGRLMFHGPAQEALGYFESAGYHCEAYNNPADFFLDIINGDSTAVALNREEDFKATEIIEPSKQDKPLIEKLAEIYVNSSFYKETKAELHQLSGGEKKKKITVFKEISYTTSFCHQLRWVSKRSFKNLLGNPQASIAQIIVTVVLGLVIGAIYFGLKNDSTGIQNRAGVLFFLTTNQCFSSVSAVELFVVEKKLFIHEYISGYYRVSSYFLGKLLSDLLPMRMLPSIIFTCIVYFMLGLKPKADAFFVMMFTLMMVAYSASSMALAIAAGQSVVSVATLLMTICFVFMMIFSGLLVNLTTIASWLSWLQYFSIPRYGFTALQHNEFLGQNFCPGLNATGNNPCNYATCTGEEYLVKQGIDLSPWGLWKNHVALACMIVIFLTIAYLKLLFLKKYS
#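 Measure – % inhibition of efflux relative to nicardipine and DMSO · Test system – ABCG2 IgMXP3 and barcoded ABCB1 CCRF-Adr cell mix · Control set – nicardipine as high control, DMSO as low control · Compound – one concentration, 6.6 µM final · Signal – flow cytometry of retained JC-1 fluorescence · Timing – 10 min exposure at 25 °C with rotation, no wash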
# RGS7-Gao = human RGS7-Galphao interaction regulation; P09471; Multiplexed bead flow cytometry, RGS7-Galphao binding; actives lie on both sides; binding response (% of control), % at 10 µM; actives 0.35% (n = 220,000); AID 1439; in the data active = binding response below about 49% or above about 150%; inconclusive = no clear call, values can overlap the other calls; inactive = in between;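 note: fluorescent Galphao held in activated GDP-AlF4 state binding bead-coupled RGS7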
# Bcl-B Bim block = disrupts Bim peptide binding to human Bcl-B | Q9HD36 | bead-based flow cytometry | inhibition, % at 10 µM | actives 0.073% (n = 190,000) | AID 951;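 note: 0% = tracer peptide without compound and 100% = reference inhibitor peptide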
# Target sequence (Q9HD36 whole entry, looked up): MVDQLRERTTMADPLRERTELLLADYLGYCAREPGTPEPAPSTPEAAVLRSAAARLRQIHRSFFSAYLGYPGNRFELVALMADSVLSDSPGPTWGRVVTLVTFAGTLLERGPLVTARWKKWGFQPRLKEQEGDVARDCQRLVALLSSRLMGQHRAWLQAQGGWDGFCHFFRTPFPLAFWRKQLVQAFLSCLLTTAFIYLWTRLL
# RGS8-Gao reg = modulates binding of RGS8 to human Galphao | P09471 | multiplexed bead flow cytometry; actives lie on both sides | response (percent of control binding), % at 10 µM | actives 0.34% (n = 220,000); in the data active = response below about 60% or above about 140%; inactive = in between;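 note: Galphao activated as the GDP aluminium fluoride complex binding bead-coupled RGS8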
# Bim-Bcl-XL = disrupts Bim peptide binding to human Bcl-XL. actives 0.04% (n = 190,000). Q07817. inhibition, % at 10 µM. bead flow cytometry, fluorescence
# Bim-Bfl-1 = inhibitors of Bim-Bfl-1 interaction, human; Q16548; Bead-based flow cytometry, Bim-Bfl-1 binding inhibition; inhibition, % at 10 µM; actives 0.12% (n = 190,000);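 note: 0% = wells without compound plus tracer and 100% = blocker peptide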
# The depositor's hits bear a star; u = inconclusive; [ ] = remark or other dose. Cut-off read from the data, not from the text of the source, unless noted: active = inhibition above about 40%.
SMILES,ABCB1 inh,Bim-Mcl-1,Bcl-2 Bim block,RGS4-Gao reg,Bim-Bcl-W,ABCG2 block,RGS7-Gao,Bcl-B Bim block,RGS8-Gao reg,Bim-Bcl-XL,Bim-Bfl-1
CCOC(=O)C(C(=O)Nc1nccs1)C1CCCCC1 (stereo unspecified),0.3,-1.0,-3.0,99.6,-1.0,1.3,101.6,-5.0,104.9,-3.0,-3.0
CCSC1=C(C#N)C(c2cccc(OC)c2)CC(=O)N1 (stereo unspecified),0.4,2.0,-5.0,95.4,0.0,-0.2,98.9,-6.0,98.7,-2.0,-9.0
Cc1ccc2c(c1)c1c(n2C)C(=O)CCC1,0.1,-2.0,-2.0,101.9,-3.0,0.2,103.2,-2.0,97.8,0.0,-1.0
Cc1nc2ccccc2c(=O)n1NCc1cccs1,0.9,-3.0,-10.0,98.5,0.0,7.8,96.7,-9.0,97.1,-10.0,-16.0
COCCNC(=S)NC12CC3CC(CC(C3)C1)C2,0.1,-8.0,-2.0,99.5,-4.0,0.1,98.3,-3.0,100.3,-7.0,-3.0
CN(C)S(=O)(=O)c1ccc(NC(=O)c2cccnc2)cc1,0.6,0.0,-11.0,103.6,0.0,21.8,101.0,-8.0,102.5,-11.0,-18.0
CSc1cccc(-n2c(C)cc(C(N)=O)c2C)c1,0.1,0.0,2.0,99.7,-1.0,1.4,100.7,-3.0,99.3,0.0,1.0
CCOC(=O)c1cc2oc(C)cc2n1CC(=O)OC1CCCCC1,0.2,0.0,0.0,101.4,0.0,0.5,94.0,0.0,92.3,-2.0,0.0
CCOc1ccccc1NC(=O)CSc1nnnn1-c1ccc(C(=O)OC)cc1,-1.9,0.0,-2.0,100.9,-2.0,3.0,103.1,-1.0,99.8,-3.0,-3.0
N#Cc1ccc(C(=O)Nc2cc(S(=O)(=O)Nc3ccc(Cl)cc3)ccc2N2CCCCC2)cc1,-0.8,-14.0,-3.0,98.1,0.0,-4.2,120.6,-37.0,90.1,-7.0,26.0
Cc1c(C(=O)Nc2ccncc2)oc2c1C(=O)CC(C)(C)C2,0.9,-3.0,-7.0,107.1,1.0,11.1,104.7,-7.0,100.5,6.0,-11.0
O=C(Cc1ccccc1)NCc1ccc2c(c1)OCO2,0.8,-9.0,-14.0,102.9,-7.0,3.9,104.9,-12.0,104.0,-1.0,-15.0
C=CCN1C(=O)SC(Cc2cccc(OC)c2O)C1=O (stereo unspecified),1.1,0.0,-7.0,97.9,-6.0,12.7,u,-7.0,100.1,-1.0,-11.0
COc1ccc(-c2nc(-c3ccccc3)ncc2S(C)(=O)=O)cc1,0.1,-1.0,0.0,107.5,1.0,0.6,95.4,0.0,102.3,1.0,-4.0
O=C1CC(c2ccccc2)CC(O)=C1C=NCCc1ccccc1 (stereo unspecified),0.5,1.0,-1.0,97.5,4.0,9.2,102.7,-3.0,97.2,-2.0,-4.0
CCOc1ccc2oc(=O)cc(C)c2c1,0.0,0.0,-3.0,101.6,0.0,1.5,103.2,-4.0,104.1,-5.0,-4.0
COc1ccc(S(=O)(=O)NCc2ccc3c(c2)OCO3)cc1C,0.5,0.0,-5.0,99.5,0.0,0.2,100.8,-4.0,121.4,-7.0,-8.0
CC(=O)Nc1sc(NC(=O)c2ccc(C)cc2)nc1-c1cccs1,0.1,-4.0,-1.0,106.3,-8.0,5.4,107.2,-2.0,103.8,-5.0,0.0
Cc1cc(S(=O)(=O)N(C)CCc2ccccc2)ccc1-n1cnnn1,0.2,0.0,0.0,101.8,1.0,0.8,101.9,-7.0,101.0,-2.0,-9.0
O=C(Nc1cccc(Cl)c1)c1ccc(F)c(S(=O)(=O)NCc2ccc3c(c2)OCO3)c1,2.6,-1.0,1.0,100.1,0.0,42.5,102.9,-3.0,90.9,0.0,0.0
CCn1cc(CNCc2cn(-c3ccccc3C)nc2-c2ccc(OC)c(F)c2)cn1,2.6,-2.0,-3.0,101.7,-3.0,3.6,102.0,-5.0,101.2,-4.0,-5.0
S=c1[nH]nc(COc2ccc3c(c2)OCO3)n1-c1ccccc1,3.6,-4.0,-5.0,95.7,0.0,20.4,98.2,-9.0,87.7,-7.0,-2.0
COCCNC(=O)CN(C)S(=O)(=O)c1ccc(Br)cc1,-0.5,-5.0,-4.0,93.7,-5.0,-0.9,96.2,-5.0,100.1,-7.0,0.0
Cc1nc(SCc2ccc([N+](=O)[O-])cc2)nc2ccccc12,1.4,1.0,0.0,92.2,0.0,6.5,91.6,2.0,95.2,0.0,0.0
COc1ccc(-c2nc(N)ncc2-c2csc(C)n2)c(O)c1OC,0.1,-1.0,-1.0,103.0,-3.0,6.5,97.4,-3.0,98.0,-3.0,-2.0
COc1ccccc1Cc1nnnn1CC(=O)O,0.1,-1.0,-5.0,95.7,-3.0,1.8,94.4,-8.0,97.3,-1.0,-11.0
CCC(C)(C)NC(=O)CN(C(=O)c1csnn1)c1ccccc1-c1ccccc1,0.6,7.0,-6.0,105.3,0.0,4.2,100.1,-2.0,102.5,0.0,-5.0
O=C(NCc1ccccc1F)C1CCN(C(=O)NCc2ccccc2)CC1,0.4,0.0,-8.0,96.9,-1.0,1.2,98.2,-6.0,97.5,-11.0,-12.0
Cc1sc2nc(-c3ccncc3)[nH]c(=O)c2c1-c1ccccc1,0.9,-3.0,-5.0,98.8,-3.0,5.6,100.6,-5.0,101.2,-2.0,-2.0
CC(C)CN1C(=O)/C(=C/c2cccs2)NC1=S,-0.8,-15.0,-17.0,103.4,-18.0,-2.8,104.9,-41.0,100.6,-19.0,-19.0
COc1ccc(-c2cc(C(=O)N3CC4(C)CC3CC(C)(C)C4)no2)cc1OC (stereo unspecified),1.0,-3.0,-2.0,91.0,0.0,3.9,90.5,-3.0,97.0,-2.0,-3.0
COc1ccc(N2CCN(C(c3cccs3)C(C)NC(=O)c3ccco3)CC2)cc1 (stereo unspecified),0.5,0.0,-1.0,101.8,-4.0,20.5,101.5,-4.0,101.3,-5.0,0.0
O=C(Nc1cccc(Cl)c1N1CCCC1)c1cc2ccccc2o1,-1.4,7.0,5.0,102.9,2.0,-10.8,101.3,2.0,100.3,3.0,7.0
Cc1cc(C2=NNC(=NC3CC3)SC2)c(C)n1Cc1ccco1,-0.3,61.0*,9.0,99.8,-1.0,-2.0,97.1,10.0,101.7,0.0,13.0
O=C(COc1ccccc1)Nc1ccc(CN2CCCCC2)cc1,0.5,0.0,2.0,96.3,-1.0,6.0,100.1,-5.0,100.4,-4.0,-7.0
CCOc1ccc(N=C2NN=C(c3cc(C)n(CC4CCCO4)c3C)CS2)cc1 (stereo unspecified),4.3,0.0,3.0,99.9,2.0,9.8,99.7,0.0,100.3,-3.0,16.0
CC(C)Oc1ccc(Cc2cnc(N)nc2N)cc1,0.4,-3.0,0.0,136.6,-2.0,0.3,132.0,-2.0,163.2*[activator],-17.0,-1.0
Cc1ccc(-c2ccc(/C=C3\C(=O)ON=C3c3ccccc3)o2)c([N+](=O)[O-])c1,-0.1,-5.0,0.0,99.1,2.0,-1.6,90.8,-4.0,69.9,-4.0,11.0
NS(=O)(=O)c1ccc(CCNC(=O)c2ccc3c(c2)OCCO3)cc1,0.3,-5.0,-1.0,94.4,-1.0,0.9,102.0,-2.0,96.1,-4.0,-10.0
Cn1c(CCc2ccccc2)nnc1SCC(=O)N1CCCC1,2.5,0.0,-2.0,95.8,-1.0,8.2,96.0,-7.0,100.8,-6.0,-10.0
CCCCC(=O)Nc1cccc(C(C)O)c1 (stereo unspecified),0.6,-4.0,-2.0,103.5,-1.0,2.0,102.5,-2.0,103.2,-2.0,-4.0
O=C(Oc1cccc2ccccc12)c1cc(Cl)nc2ccccc12,-0.6,-6.0,-5.0,101.4,-6.0,-1.1,99.4,-6.0,99.4,-7.0,-6.0
COC1(C)CC2C(CC1OC(=O)c1cc([N+](=O)[O-])cc([N+](=O)[O-])c1)C2(C)C (stereo unspecified),1.8,-4.0,-4.0,98.1,0.0,10.7,98.9,-6.0,88.0,-4.0,-1.0

# 2 compounds picked at random from the list so far:
SMILES,ABCB1 inh,Bim-Mcl-1,Bcl-2 Bim block,RGS4-Gao reg,Bim-Bcl-W,ABCG2 block,RGS7-Gao,Bcl-B Bim block,RGS8-Gao reg,Bim-Bcl-XL,Bim-Bfl-1
O=C(Oc1cccc2ccccc12)c1cc(Cl)nc2ccccc12,-0.6,-6.0,-5.0,101.4,-6.0,-1.1,99.4,-6.0,99.4,-7.0,-6.0
CC(C)Oc1ccc(Cc2cnc(N)nc2N)cc1,0.4,-3.0,0.0,136.6,-2.0,0.3,132.0,-2.0,163.2*[activator],-17.0,-1.0

# 12 entries from above, ordered by count of non-hydrogen atoms, low to high:
SMILES,ABCB1 inh,Bim-Mcl-1,Bcl-2 Bim block,RGS4-Gao reg,Bim-Bcl-W,ABCG2 block,RGS7-Gao,Bcl-B Bim block,RGS8-Gao reg,Bim-Bcl-XL,Bim-Bfl-1
COCCNC(=S)NC12CC3CC(CC(C3)C1)C2,0.1,-8.0,-2.0,99.5,-4.0,0.1,98.3,-3.0,100.3,-7.0,-3.0
Cc1nc2ccccc2c(=O)n1NCc1cccs1,0.9,-3.0,-10.0,98.5,0.0,7.8,96.7,-9.0,97.1,-10.0,-16.0
CN(C)S(=O)(=O)c1ccc(NC(=O)c2cccnc2)cc1,0.6,0.0,-11.0,103.6,0.0,21.8,101.0,-8.0,102.5,-11.0,-18.0
Cc1c(C(=O)Nc2ccncc2)oc2c1C(=O)CC(C)(C)C2,0.9,-3.0,-7.0,107.1,1.0,11.1,104.7,-7.0,100.5,6.0,-11.0
COc1ccc(S(=O)(=O)NCc2ccc3c(c2)OCO3)cc1C,0.5,0.0,-5.0,99.5,0.0,0.2,100.8,-4.0,121.4,-7.0,-8.0
O=C(Nc1cccc(Cl)c1N1CCCC1)c1cc2ccccc2o1,-1.4,7.0,5.0,102.9,2.0,-10.8,101.3,2.0,100.3,3.0,7.0
Cc1cc(S(=O)(=O)N(C)CCc2ccccc2)ccc1-n1cnnn1,0.2,0.0,0.0,101.8,1.0,0.8,101.9,-7.0,101.0,-2.0,-9.0
O=C(NCc1ccccc1F)C1CCN(C(=O)NCc2ccccc2)CC1,0.4,0.0,-8.0,96.9,-1.0,1.2,98.2,-6.0,97.5,-11.0,-12.0
Cc1ccc(-c2ccc(/C=C3\C(=O)ON=C3c3ccccc3)o2)c([N+](=O)[O-])c1,-0.1,-5.0,0.0,99.1,2.0,-1.6,90.8,-4.0,69.9,-4.0,11.0
CCOc1ccc(N=C2NN=C(c3cc(C)n(CC4CCCO4)c3C)CS2)cc1 (stereo unspecified),4.3,0.0,3.0,99.9,2.0,9.8,99.7,0.0,100.3,-3.0,16.0
O=C(Nc1cccc(Cl)c1)c1ccc(F)c(S(=O)(=O)NCc2ccc3c(c2)OCO3)c1,2.6,-1.0,1.0,100.1,0.0,42.5,102.9,-3.0,90.9,0.0,0.0
N#Cc1ccc(C(=O)Nc2cc(S(=O)(=O)Nc3ccc(Cl)cc3)ccc2N2CCCCC2)cc1,-0.8,-14.0,-3.0,98.1,0.0,-4.2,120.6,-37.0,90.1,-7.0,26.0
